Source: PubChem BioAssay
PAD4 FP inh: inhibitors of human PAD4. Q9UM07. recombinant PAD4, RCA probe fluorescence polarization. inhibition, % at 6.36 µM. 0.41% of 330,000 active;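 active = percent inhibition above a cutoff equal to the mean of all tested compounds plus 3 SD, cut at about 15% in these data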;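 note: 0% = PAD4 with RCA probe and DMSO and 100% = probe without PAD4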
Fam108B inh: Fam108B inhibition, counter-screen for RBBP9 inhibitors; 0.33% of 300,000 active; inhibition, % at 9.51 µM; recombinant Fam108B, FP-Rh probe fluorescence polarization; AID 1947;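 active = inhibition above the screen mean inhibition plus 3 SD, computed separately per campaign, cut at about 18% in these data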;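 note: inhibitors lower polarization as less probe binds the enzyme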
PME-1 primary: blocks human protein phosphatase methylesterase 1 | recombinant PME-1, FP-Rh probe fluorescence polarization | 0.53% of 320,000 active | inhibition, % at 5.9 µM | Q9Y570;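 active = inhibition above the campaign mean of all compounds plus 3 SD, cut at about 26% in these data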;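 note: competitive labeling of PME-1 active site by serine hydrolase directed probe; 0% = PME-1 with DMSO and 100% = wells lacking PME-1 enzyme; inhibitors block probe labeling so polarization falls and inhibition rises; many of its hits are not listed in these tables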
Target sequence (Q9Y570 whole entry, looked up): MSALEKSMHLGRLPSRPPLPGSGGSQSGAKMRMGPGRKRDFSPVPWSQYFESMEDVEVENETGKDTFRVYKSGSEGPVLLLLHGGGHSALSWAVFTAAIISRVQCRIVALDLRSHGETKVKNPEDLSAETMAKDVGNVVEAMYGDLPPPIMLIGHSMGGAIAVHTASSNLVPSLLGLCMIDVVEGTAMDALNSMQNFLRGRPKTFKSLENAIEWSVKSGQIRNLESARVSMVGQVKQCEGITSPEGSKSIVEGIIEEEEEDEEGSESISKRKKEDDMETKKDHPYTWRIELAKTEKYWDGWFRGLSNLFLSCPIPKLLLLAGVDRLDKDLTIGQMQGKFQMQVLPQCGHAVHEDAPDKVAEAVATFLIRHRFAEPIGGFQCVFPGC
LYPLA1 counter: blocks human lysophospholipase 1, a PME1 counter-screen. inhibition, % at 5.9 µM. 0.16% of 320,000 active. O75608. recombinant LYPLA1, FP-Rh probe fluorescence polarization. AID 2174;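 active = inhibition above the mean of all tested compounds plus 3 SD, set per campaign, cut at about 14% in these data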;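 note: inhibitors block serine hydrolase probe labeling of LYPLA1 so polarization falls; 0% = enzyme with DMSO and 100% = wells lacking LYPLA1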
pPAFAH FP inh: pPAFAH (human) enzyme inhibition | AID 463082 | 1.5% of 330,000 active | Q13093 | recombinant pPAFAH, FP-rhodamine probe fluorescence polarization | inhibition, % at 3.39 µM;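 active = inhibition above the mean inhibition across the screen plus 3 SD, cut at about 25% in these data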;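 note: inhibitors block binding of the rhodamine activity-based probe so polarization drops; 0% = enzyme with DMSO and 100% = wells lacking pPAFAH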
PAFAH1B3 inh: blocks human PAF acetylhydrolase 1B catalytic subunit 3; Q15102; 0.28% of 340,000 active; recombinant PAFAH1B3, FP-rhodamine probe, fluorescence polarization; inhibition, % at 3.39 µM;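 active = inhibition above the screen-wide average of all tested compounds plus 3 SD, cut at about 25% in these data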;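 note: 0% = enzyme with DMSO only and 100% = wells lacking PAFAH1B3 protein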
GSTO1 inh: GSTO1 inhibition, counter-screen for RBBP9 inhibitors; P78417; recombinant GSTO1, activity-based probe fluorescence polarization; inhibition, % at 5.96 µM; 1.1% of 300,000 active; AID 1974;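 active = inhibition above the campaign mean inhibition plus 3 SD, cut at about 35% in these data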;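 note: 0% = GSTO1-1 with DMSO and 100% = wells lacking GSTO1-1 enzyme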
Target sequence (P78417 whole entry, looked up): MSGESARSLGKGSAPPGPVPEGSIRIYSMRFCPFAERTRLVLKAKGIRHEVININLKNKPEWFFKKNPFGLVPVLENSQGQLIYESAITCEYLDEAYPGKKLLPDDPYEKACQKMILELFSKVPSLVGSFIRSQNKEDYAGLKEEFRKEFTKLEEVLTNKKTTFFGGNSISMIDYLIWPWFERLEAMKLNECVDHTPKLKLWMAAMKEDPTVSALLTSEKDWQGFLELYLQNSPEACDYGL
PAFAH2 FP inh: inhibitors of human PAFAH2. Q99487. recombinant PAFAH2, FP-rhodamine activity probe, fluorescence polarization. inhibition, % at 3.39 µM. 0.99% of 340,000 active;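 active = inhibition above the mean over all tested compounds plus 3 SD, cut at about 30% in these data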;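 note: inhibitors block probe labeling of enzyme so polarization drops; 0% = enzyme with DMSO and 100% = wells lacking PAFAH2 protein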
PAFAH1B2 FP inh: PAFAH1B2 (human) inhibition; P68402; recombinant PAFAH1B2, FP-rhodamine activity probe, fluorescence polarization; inhibition, % at 3.39 µM; 1.2% of 340,000 active; AID 492953;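 active = inhibition above the mean of all tested compounds plus 3 SD, cut at about 24% in these data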;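 note: 0% = enzyme with DMSO and 100% = wells lacking PAFAH1B2; many of its hits are not listed in these tables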
Target sequence (P68402 whole entry, looked up): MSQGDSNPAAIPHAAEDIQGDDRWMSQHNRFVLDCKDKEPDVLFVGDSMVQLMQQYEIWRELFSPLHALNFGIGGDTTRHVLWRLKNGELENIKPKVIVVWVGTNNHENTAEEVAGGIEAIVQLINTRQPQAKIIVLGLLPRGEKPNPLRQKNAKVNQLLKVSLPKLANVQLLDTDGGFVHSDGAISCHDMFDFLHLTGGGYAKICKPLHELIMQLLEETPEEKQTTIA
The depositor's hits bear a star; . = not tested or not shown.

Field names: A = PAD4 FP inh; B = Fam108B inh; C = PME-1 primary; D = LYPLA1 counter; E = pPAFAH FP inh; F = PAFAH1B3 inh; G = GSTO1 inh; H = PAFAH2 FP inh; I = PAFAH1B2 FP inh
CCOC(=O)c1nc(Nc2ccc(C)cc2)c2ccccc2n1
  A: -4; B: -5; C: 0; D: -4; E: 1; F: 3; G: 0; H: -8; I: -4
CC1(C(=O)N2CC3(CC(c4ccccc4)=NO3)C[C@H]2C(=O)NCC(N)=O)CC1 (stereo partly drawn)
  A: -3; B: 2; C: 6; D: 3; E: 2; F: 12; G: 10; H: 0; I: 1
Cc1c(C(=O)N(C)C)sc(NC(=O)c2cccc([N+](=O)[O-])c2)c1C#N
  A: -2; B: -1; C: 0; D: -5; E: 2; F: 13; G: -6; H: 8; I: 5
CC(=O)Nc1cccc(NC(=O)c2ccc(Br)cc2)c1
  A: 0; B: 2; C: -1; D: -3; E: 4; F: 7; G: 3; H: 0; I: 8
CCOC(=O)Cn1nc(NC(=O)COc2ccc(F)cc2)cc1C
  A: -6; B: 0; C: -3; D: -1; E: 0; F: 2; G: 6; H: 3; I: 13
CN(CCOc1ccc(Cl)cc1)C(=O)c1ccc(S(=O)(=O)N2CCOCC2)cc1
  A: -5; B: -2; C: -7; D: 1; E: 0; F: 5; G: -1; H: -4; I: 0
Cc1ccccc1NC(=O)C1CCN(S(=O)(=O)c2cccs2)CC1
  A: -2; B: -2; C: 4; D: 0; E: -5; F: -3; G: 4; H: 6; I: 5
CCN(CC)C(=O)c1ccc(S(=O)(=O)N2CCC(c3nc4ccccc4s3)CC2)cc1
  A: -2; B: 2; C: 8; D: 6; E: 6; F: 4; G: 2; H: 8; I: 4
O=C/C(=C\Nc1ccc(C(=O)N2CCOCC2)cc1)c1nc2ccccc2o1
  A: -3; B: 2; C: -1; D: -2; E: 1; F: 7; G: -1; H: 6; I: 7
CC1Cc2ccccc2N1C(=O)CSc1nn2c(=O)c(C(C)(C)C)nnc2s1 (stereo not drawn)
  A: 15*; B: -5; C: -11; D: -5; E: -3; F: 11; G: 5; H: -4; I: 1
CC1C=CCC2C(=O)N(c3cccc(C(=O)N4CCCCCC4)c3)C(=O)C12 (stereo not drawn)
  A: 6; B: 4; C: -1; D: 2; E: 5; F: -1; G: 5; H: 6; I: 0
Cc1cccc(N2C(=O)c3ccc(C(=O)Nc4cccc(C(=O)O)c4)cc3C2=O)c1
  A: 1; B: 2; C: -7; D: -2; E: 4; F: -1; G: -6; H: -2; I: -3
O=C(CN1C(=O)c2ccccc2S1(=O)=O)c1ccccc1
  A: -4; B: 4; C: 2; D: 0; E: 7; F: 4; G: -5; H: 7; I: -1
Cc1nnsc1C(=O)Nc1ccc(Cl)cc1Cl
  A: -10; B: -2; C: -1; D: 0; E: -5; F: 13; G: 8; H: 7; I: 4
CCOC(=O)c1cnn(-c2ccccc2)c1NC(=O)c1ccc(C)cc1
  A: 1; B: -1; C: 3; D: -2; E: -1; F: -2; G: 4; H: 2; I: 4
COc1ccccc1N1C(=O)[C@@H]2[C@H](C1=O)[C@H](C(=O)c1ccc(OC(C)=O)cc1)N1N=CC=C[C@@H]21
  A: -6; B: -11; C: -5; D: -5; E: 5; F: .; G: 1; H: .; I: .
O=C(NCCc1ccccc1)C1CCCN1S(=O)(=O)c1cccc2nsnc12 (stereo not drawn)
  A: 0; B: 3; C: -7; D: -5; E: 3; F: 9; G: 5; H: -4; I: 1
CC1CC(C)CN(C(=O)c2cccc3c2-c2ccccc2C3=O)C1 (stereo not drawn)
  A: 0; B: -1; C: 0; D: 0; E: 5; F: 7; G: -1; H: 4; I: 28*
CNC(=S)NCc1ccc2[nH]c(C)cc2c1
  A: -3; B: 5; C: 1; D: -2; E: -2; F: 12; G: 0; H: 1; I: 11
Cc1ccccc1SCC(=O)NNC(=O)c1ccccc1O
  A: -2; B: -4; C: 5; D: -1; E: 21; F: 19; G: 11; H: 17; I: 10
CS(=O)(=O)c1ccc(-c2cccc(NC(=O)COc3ccccc3)c2)nn1
  A: 0; B: -1; C: -5; D: 1; E: 6; F: -10; G: -5; H: -1; I: -3
COc1ccc(/C=C/C(=O)Nc2cc(=O)n(C)c(=O)n2C)cc1
  A: -3; B: 3; C: 2; D: -4; E: -1; F: 6; G: 0; H: 1; I: 0
COc1cc(NC(=O)C2C3C=CC(C3)C2C(=O)O)ccc1NC(=O)c1ccccc1 (stereo not drawn)
  A: 0; B: 3; C: 0; D: 2; E: -1; F: 5; G: 9; H: 3; I: 6
O=C(NCc1ccccc1F)C1CCCN(c2cnccn2)C1 (stereo not drawn)
  A: 2; B: -1; C: -7; D: -1; E: 2; F: 12; G: -5; H: 2; I: 2
CCC/C(C#Cc1ccsc1)=C1/c2ccccc2C(=O)N1c1ccccc1
  A: -1; B: .; C: .; D: .; E: 0; F: -3; G: .; H: 4; I: -4

The final three entries of the section above open the next one.
Field names: A = PAD4 FP inh; B = Fam108B inh; C = PME-1 primary; D = LYPLA1 counter; E = pPAFAH FP inh; F = PAFAH1B3 inh; G = GSTO1 inh; H = PAFAH2 FP inh; I = PAFAH1B2 FP inh
COc1cc(NC(=O)C2C3C=CC(C3)C2C(=O)O)ccc1NC(=O)c1ccccc1 (stereo not drawn)
  A: 0; B: 3; C: 0; D: 2; E: -1; F: 5; G: 9; H: 3; I: 6
O=C(NCc1ccccc1F)C1CCCN(c2cnccn2)C1 (stereo not drawn)
  A: 2; B: -1; C: -7; D: -1; E: 2; F: 12; G: -5; H: 2; I: 2
CCC/C(C#Cc1ccsc1)=C1/c2ccccc2C(=O)N1c1ccccc1
  A: -1; B: .; C: .; D: .; E: 0; F: -3; G: .; H: 4; I: -4
CCC(C)(C)NC(=O)Cn1c(-c2ccccc2)cc(C(C)=O)c1C
  A: 0; B: 2; C: 3; D: -3; E: 4; F: 0; G: 3; H: 2; I: 6
COc1ccc(Nc2nc(C)cc(C)n2)cc1Cl
  A: 2; B: 1; C: 1; D: 0; E: 9; F: 18; G: 0; H: -1; I: 1
CN(Cc1ccccc1)S(=O)(=O)c1nnc(NC(=O)c2ccccc2F)s1
  A: -1; B: -1; C: 3; D: -1; E: 8; F: 3; G: -40; H: -5; I: 4
O=C(OCc1c(F)cccc1Cl)c1cccnc1Cl
  A: 1; B: 1; C: 1; D: 1; E: 23; F: 12; G: 3; H: -7; I: 0
C=C(C)C1CC=C(C)/C(=N/NC(=S)Nc2ccccc2)C1 (stereo not drawn)
  A: 5; B: 4; C: 3; D: -1; E: -4; F: 1; G: 4; H: -1; I: -4
CCN1CCN(CCCNC(=O)c2ccc3c(c2)NC(=O)/C(=C\c2cccc(C)c2)S3)CC1
  A: -7; B: -10; C: 5; D: -3; E: 14; F: 7; G: -93; H: 6; I: 12
CCOc1ccc(NC(=O)CN(C)C(=O)c2ccc(N3CCCCC3)c([N+](=O)[O-])c2)cc1OCC
  A: 4; B: 0; C: 4; D: 0; E: 7; F: 10; G: -6; H: 12; I: -2
NNC(=O)c1ccc(Cn2cc(Br)c(N)n2)cc1
  A: -3; B: -6; C: -1; D: -2; E: 8; F: 10; G: -6; H: 6; I: 3
COc1cc(OC)cc(C(=O)NC(c2ccccc2)c2ccccc2)c1
  A: -2; B: -2; C: 2; D: -2; E: 7; F: 1; G: 1; H: 6; I: 6
Cc1nn(C(C)C(=O)NCCCN2CCCCCC2)c(=O)c2cc3sccc3n12 (stereo not drawn)
  A: 3; B: -2; C: -6; D: -3; E: -6; F: 5; G: 7; H: -2; I: 0
COC(=O)C(CC(C)C)Oc1ccc2c(C)cc(=O)oc2c1 (stereo not drawn)
  A: 3; B: 10; C: -2; D: 1; E: 4; F: 10; G: 24; H: 8; I: 4
COC(=O)c1[nH]c2cc(OC)ccc2c1NC(=O)c1nonc1C
  A: 5; B: 0; C: -6; D: 0; E: 2; F: 0; G: -2; H: 0; I: 3
NS(=O)(=O)c1ccc(NCCCn2ccnc2)c([N+](=O)[O-])c1
  A: 0; B: 2; C: -1; D: 4; E: 3; F: -1; G: 3; H: 2; I: -1
NC(N)=NN=C1CCC(c2ccccc2)CC1 (stereo not drawn)
  A: 4; B: 1; C: 1; D: 4; E: 5; F: 9; G: -2; H: -1; I: 0
COc1ccc(C2CC(c3ccccc3)=NN2C(=O)CN2N=NC3C(=O)N(c4cccc(F)c4)C(=O)C32)cc1 (stereo not drawn)
  A: 4; B: -9; C: -7; D: -11; E: -4; F: -3; G: -5; H: -4; I: -3
C=C1c2cc(CC)ccc2NC(=O)N1c1ccc(C)cc1
  A: -3; B: 0; C: -22; D: 0; E: 5; F: 6; G: 9; H: 1; I: 1
O=C(NCc1ccncc1)c1ccc(Br)cc1
  A: -1; B: 3; C: -2; D: 0; E: -1; F: 7; G: 2; H: 0; I: 4
CC(Sc1cnc2ccccc2n1)C(=O)O (stereo not drawn)
  A: -3; B: -1; C: -2; D: -1; E: -1; F: 5; G: -1; H: 1; I: 1
NC(=O)CSc1oc(-c2ccco2)nc1S(=O)(=O)c1ccc(F)cc1
  A: -4; B: 1; C: -1; D: 4; E: 5; F: -6; G: 3; H: -3; I: -1
CCCCCNC(=O)c1cc(S(=O)(=O)N2CCCCC2)ccc1F
  A: 0; B: -3; C: -5; D: -1; E: -2; F: 1; G: 10; H: 3; I: 13
CCOc1ccc(NC(=O)CN(C)C(=O)C2CC(=O)N(c3ccc4c(c3)OCCO4)C2)cc1OCC (stereo not drawn)
  A: 2; B: 2; C: 1; D: -3; E: 5; F: 4; G: 8; H: -4; I: 1
COc1ccc(CCNC(=O)C2CCN(C(=O)c3ccc(Cl)cc3)CC2)cc1OC
  A: 1; B: 0; C: 2; D: 0; E: 4; F: 6; G: 5; H: 1; I: 0
Nc1nnn(Cc2ccccc2)n1
  A: 0; B: 1; C: 1; D: 5; E: 3; F: 6; G: 2; H: -4; I: -3
O=C(CCS(=O)(=O)c1cccs1)Nc1ccc(C(=O)NCc2ccc(F)cc2)cc1
  A: -4; B: -3; C: 4; D: -3; E: 7; F: 4; G: -2; H: -2; I: -1
O=C(CSC1c2ccccc2C(=O)N1c1ccccc1)N1CCOCC1 (stereo not drawn)
  A: 0; B: -3; C: -2; D: 0; E: 2; F: 12; G: 8; H: 1; I: -2
O=C(CC1SCCNC1=O)Nc1ccccc1Cl (stereo not drawn)
  A: -10; B: -1; C: 9; D: 4; E: -2; F: 2; G: 1; H: -2; I: 3
Cc1ccc(COC(=O)c2cc(S(=O)(=O)N3CCOCC3)ccc2C)cc1
  A: -2; B: .; C: 11; D: 0; E: 11; F: -3; G: .; H: -5; I: 2

An excerpt; the hit share may differ from the screen's.
